Screens (PubChem BioAssay)
AddAB inh = less growth of phage-infected E. coli with AddAB; E. coli expressing H. pylori AddAB, absorbance growth; inhibition, % at 11.9 µM; 330,000 tested, 0.29% active; in the data active = inhibition above about 12%;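 also: 0% = vehicle wells of infected cells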
phage Ecoli inh = E. coli growth loss with phage present; growth absorbance; inhibition, % at 11.9 µM; 360,000 tested, 0.26% active; AID 651602; in the data active = inhibition above about 11%
Ecoli viability = bacterial growth inhibition, counter-screen for AddAB inhibitors. AID 449728. 330,000 tested, 0.27% active. inhibition, % at 11.9 µM. E. coli V3065 growth, OD600 absorbance, 18 h;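 active = inhibition above the campaign's mean inhibition across all tested compounds plus 3 SD, cut at about 9.9% in these data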;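 also: uninfected addAB+ strain grown without phage in ampicillin broth; 0% = DMSO wells and 100% = ciprofloxacin 0.95 µg/ml wells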
SUMO Mot1 rescue = SUMOylation pathway inhibition by Mot1-301 growth rescue; 320,000 tested, 1% active; S. cerevisiae Mot1-301 growth rescue, ATP luminescence, 38.5C; percent above DMSO median, 100 means doubled; growth rescue, % at 18.8 µM; AID 2716;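 active = every valid replicate shows activation above 250% relative to neutral control wells; inactive = the rest, any valid replicate at or below 250%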;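 also: OY570 slx delta 5 strain wells were the positive control but not used for scaling; some compounds called inactive have numbers as strong as hits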
Numbers without * were called inactive. Some of the compounds tested. The share of hits here may be higher or lower than overall.

SMILES	AddAB inh	phage Ecoli inh	Ecoli viability	SUMO Mot1 rescue
COc1ccc(Nc2ccc(OC)cc2)cc1	-0.1	2.6	-0.2	-13
Cc1ccc(-c2nn(-c3ccccc3)cc2/C=N/n2c(-c3cccs3)n[nH]c2=S)cc1	1.9	3.1	-3.7	-13
COc1ccc(C2C(C(=O)Nc3cccc(C)n3)CCC(=O)N2c2ccc(OC)cc2)cc1 (stereo not drawn)	1.2	2.3	-0.8	-1
COc1ccc(-c2cn(Cc3ccc(C(=O)c4ccccc4)cc3)nn2)cc1	0.6	1.8	-4.4	52
CC(C)c1ccc[n+](-c2nc([O-])sc2C=O)c1	0.8	2.1	0.6	90
COc1ccc(-c2csc(NNC3=NCCCCC3)n2)cc1	0.3	0.6	-1.4	-25
O=c1/c(=C/c2ccccc2)sc2nnc(-c3cccs3)n12	1.4	1.9	-0.2	1
CN1CCN(CC(=O)Nc2ccc(OCc3ccccc3)cc2)CC1	4.5	3.1	1.2	-2
CC[N+](C)(CC)CCC/C(=N/O)C(O)(c1ccccc1)c1ccccc1	7.6	2.1	-0.5	-16
CCOP(=O)(OCC)C(Nc1cccc([N+](=O)[O-])c1)c1ccc(N(C)C)cc1 (stereo not drawn)	3.3	-1.6	-1.3	-7
Cc1ccccc1Nc1ncc(C#N)c(N)n1	4.8	2.4	2.1	-16
Cc1cc(=O)n2c(n1)NC(=NCc1ccccc1)NC2c1ccccc1 (stereo not drawn)	6.4	2.2	1.0	-3
Cc1cc2nc(-c3cccnc3SCC(=O)NC3CC3)[nH]c2cc1C	0.3	3.1	0.3	-10
O=C1NC(Cc2ccccc2)c2nc3cc(F)ccc3c(=O)n2-c2ccccc21 (stereo not drawn)	-0.1	1.2	0.9	17
CC(=O)[C@@H]1[C@@H]2C(=O)N(c3ccccc3F)C(=O)[C@@H]2[C@H]2c3ccccc3C=NN12	1.6	0.7	-0.3	-4
COCCN1C(=O)N[C@@H](c2ccccc2)C(C(C)=O)=C1C	-1.3	2.5	-2.1	-3
Cc1cc2c(s1)c1cnn(CC(=O)NCCc3ccccc3)c(=O)c1n2C	1.9	1.8	0.6	-2
CCOC(=O)N1CCC(NC(=O)c2cnn3c(C(F)(F)F)cc(-c4cccc(OC)c4)nc23)CC1	2.8	0.2	1.7	2
COc1nc(N=C(N)N)nc2ccc(C)cc12	6.7	8.0	4.0	-10
COc1ccc2[nH]c(C(=O)Nc3ccc4c(c3)OCO4)cc2c1	2.6	3.8	2.5	11
CC(C)(C)c1ccc(C(=O)NCc2ccco2)cc1	6.3	1.6	1.3	-5
O=S(=O)(Cc1noc(-c2ccc(Cl)cc2)n1)Cc1ccco1	1.1	4.3	-3.5	-8
S=c1[nH]nc(-c2ccncc2)n1/N=C/c1cn(-c2ccccc2)nc1-c1ccc(Cl)cc1	1.0	-0.7	1.0	2
Cc1ccc(-n2c(SCC(N)=O)nnc2-c2cnccn2)cc1	3.7	3.1	0.8	-4
Cc1ccc(-n2[nH]c(C)c(C=Nc3ccc(S(=O)(=O)N4CCOCC4)cc3)c2=O)c(C)c1	2.1	1.6	0.3	-12

Later entries.
SMILES	AddAB inh	phage Ecoli inh	Ecoli viability	SUMO Mot1 rescue
O=C(NCCN1C(=O)S/C(=C\c2cccs2)C1=O)[C@H](Cc1ccccc1)N1C(=O)c2ccccc2C1=O	2.5	3.3	0.2	151
COc1ccc(NC(=O)CSc2ccccn2)c([N+](=O)[O-])c1	3.1	4.7	3.2	-6
Cc1cc(=O)n2c(n1)NC(Nc1cccc(C)c1C)=NC2c1ccc(F)cc1 (stereo not drawn)	1.5	1.1	-0.8	-3
CN(C)CCCNS(=O)(=O)c1ccc(N2CCC(c3ccc(Cl)cc3)=N2)cc1	2.0	0.5	-0.1	36
O=C(Cc1ccc(-n2c(=O)c3ccccc3n(Cc3cccc([N+](=O)[O-])c3)c2=O)cc1)NCC1CCCO1 (stereo not drawn)	1.3	4.4	-1.4	-5
COc1ccc(CN2CCN(CCCc3ccccc3)CC2)c(OC)c1	1.0	1.1	-15	28
NC(N)=NCC(O)CN(c1ccccc1)c1ccccc1 (stereo not drawn)	0.6	0.1	0.1	-6
Cc1cccc2[nH]c3c(N4CC=C(c5ccc(F)cc5)CC4)ncnc3c12	3.1	-1.7	-0.6	29
Cc1ccc(-c2c[n+](CC(=O)Nc3c(C)cccc3C)c3n2CCC3)cc1	0.0	1.7	-2.4	-7
CC(=O)Nc1ccc(N=Cc2c(O)c(C(=O)Nc3ccccc3)cc3ccccc23)cc1	0.8	4.3	0.0	-18
COC(=O)c1cnc(SCc2ccc([N+](=O)[O-])cc2)n1C	5.4	-1.5	-1.8	9
CN1CCc2nc(SCc3ccc(Cl)cc3)c(C#N)c(-c3cccs3)c2C1	-0.4	3.0	-4.0	6
CCOC(=O)CNC(=O)CNC(=O)c1ccc(OC(C)C)cc1	0.4	2.7	1.5	1
O=C(Nc1ccccc1)c1ccccc1NC(=O)c1ccccc1C(=O)O	6.5	3.8	2.3	-10
CC(C)CC1c2[nH]c3ccccc3c2CCN1C(=O)c1cnccn1 (stereo not drawn)	0.8	4.0	-2.8	-6
O=C(CSc1nc2[nH]ncc2c(=O)[nH]1)c1ccc(Cl)cc1	3.7	6.0	-1.1	2
CCOC(=O)N[C@H](Cc1c[nH]c2ccccc12)C(=O)NC1CC1	0.5	-0.5	0.2	-11
CCOc1ccc2[nH]c3c(N4CCc5ccccc5C4)ncnc3c2c1	1.9	3.2	4.5	17
Cc1cc(C)nc(NS(=O)(=O)c2ccc(NC(=O)CN3C(=O)c4ccccc4C3=O)cc2)n1	-2.9	3.3	-0.9	1
Cc1cc(C)n2c(nc3ccccc32)c1C(=O)NN	1.6	4.5	-1.2	3
CC(=O)c1nn(-c2ccccc2)cc1C(=O)c1ccc(C)cc1	3.4	2.4	-0.2	-1
Cc1ccc(F)cc1S(=O)(=O)NCc1ccc(N2CCN(C)CC2)cc1	1.3	4.7	1.7	-9
CC(NC(=O)c1ccccc1)c1nc2ccccc2n1Cc1ccccc1F (stereo not drawn)	2.7	3.1	-1.2	11
O=C(N/C=C/c1ccco1)Nc1cccc(Cl)c1	2.5	0.8	-1.0	-8
Cc1nn(CC(=O)NCCCN2CCCC2=O)c(C)c1[N+](=O)[O-]	1.6	-0.5	2.2	-27

Carrying on.
SMILES	AddAB inh	phage Ecoli inh	Ecoli viability	SUMO Mot1 rescue
Cc1ccc(/C(O)=C/c2nc3ccccc3oc2=O)cc1	-0.6	2.1	-2.8	-1
Cc1cc(=O)oc2c(C(=O)c3ccccc3)c(OCC(N)=O)ccc12	0.1	-4.1	1.7	-9
N#Cc1ccc(C23CC4(C2)[C@H](CN(Cc2ccc(-c5ccccc5)cc2)[C@@H]4c2ccccc2)C3c2ccc(C(F)(F)F)cc2)cc1 (stereo partly drawn)	2.3	5.0	-3.4	-18
CCSc1nc2sc3c(c2c2[n+]1CC(CBr)O2)CCCC3 (stereo not drawn)	7.5	2.1	0.2	9
O=C(Cc1nnc(NC(=O)Nc2ccccc2F)s1)NCc1ccccc1	-0.2	0.8	1.9	-2
CC1(C)CC2(CC(c3ccccc3)Oc3cc(O)ccc32)NC(=O)N1 (stereo not drawn)	1.4	2.8	2.1	-20
CC1(C)CC(=O)C(C(c2cc([N+](=O)[O-])ccc2Cl)C2C(=O)CC(C)(C)CC2=O)C(=O)C1	1.3	1.0	-0.8	-11
O=C(COc1ccc(Br)cc1Br)NN1C(=O)c2ccccc2C1=O	-1.4	3.9	-0.6	-24
CCCOc1ccc(S(=O)(=O)N2C(=O)CC(=O)N(Cc3ccc(OCC)cc3)C2=O)cc1	2.6	4.4	3.9	1
Cc1ccc(/C=C/C(=O)N(Cc2cccs2)C2CCS(=O)(=O)C2)cc1 (stereo not drawn)	5.2	3.6	2.6	-9
CCOc1ccc(-n2c(SCC(=O)Nc3ccccc3CC)nc3n[nH]c(C)c3c2=N)cc1	-3.4	4.7	-2.0	8
Cc1cc(C)nc(N/N=C/c2ccccc2Cl)n1	-0.6	2.4	-4.1	4
CC(C)Oc1ccccc1/C=N/NC(=O)C1CC1	2.1	3.2	-1.2	-5
Cc1oc(C(C)(C)C)cc1C(=O)Nc1ccc2c(c1)OCO2	-1.6	5.5	-0.4	9
COc1ccc(CC(=O)Nc2nn(C)c3nc4c(C)cccc4cc23)cc1	-0.4	1.3	-1.3	7
COc1ccc(-c2cc(C(=O)O)c3c(C)nn(-c4ccccn4)c3n2)cc1	1.2	3.2	-1.1	10
Cc1cc(C)n(-c2nc(Nc3ccccc3C)nc(-n3nc(C)cc3C)n2)n1	1.8	3.1	1.4	-17
O=c1oc(-c2ccc(Cl)c(Cl)c2)nn1-c1ccc(C(F)(F)F)cn1	0.7	4.1	2.4	-10
COC(=O)c1sccc1NC(=O)CC1C(=O)NCCN1C(=O)Nc1cc(Cl)ccc1OC (stereo not drawn)	-1.0	1.0	-0.6	0
O=C1CS/C(=N/N=C/c2c[nH]c3ccccc23)N1	0.7	2.8	2.3	7
O=C(O)Cc1ccc2ccc3ccccc3c2c1	0.0	0.7	0.7	-1
N/C(=N\c1nc2ccccc2o1)NC(=O)c1cccc(Br)c1	1.6	0.9	0.2	3
COC(=O)c1ccc(SCc2ccccc2)nc1	2.2	3.8	-0.8	340
COc1ccc(OC)c2c1C(=O)c1ccccc1C2=O	-3.7	-9.1	-2.2	1
CCOC(=O)Cc1c(C)[nH]n(-c2ccccc2)c1=O	-1.8	4.2	1.3	-1

(next part)
SMILES	AddAB inh	phage Ecoli inh	Ecoli viability	SUMO Mot1 rescue
COc1ccc2[nH]c3c(N4CC(C)OC(C)C4)ncnc3c2c1 (stereo not drawn)	3.9	5.7	2.0	151
CCOC(=O)C1=C(C)N(CCCC(=O)O)C(=O)NC1c1ccccc1Cl (stereo not drawn)	2.6	2.6	-0.9	-12
C(=N\Nc1nc(-c2cccnc2)nc2ccccc12)/c1ccccc1	0.7	0.2	-0.6	-1
O=C1c2ccccc2C(O)(Cc2ccccc2)N1C1CCCCC1 (stereo not drawn)	3.9	2.0	1.1	-7
CNC(=O)COc1ccc(Nc2nnc(C)c3ccccc23)cc1	0.8	2.7	-1.9	4
CC(=O)c1ccc(/C=C/c2nc3ccccc3n2C)o1	6.6	2.4	2.5	-5
Cc1cc(NC(=O)CCN2C(=O)/C(=C/c3ccccc3F)SC2=S)no1	0.8	0.5	0.6	-5
Cc1ccc(OCCn2cnc3sc(C(N)=O)c(C)c3c2=O)cc1	1.9	3.2	1.4	-15
COc1ccc(C(=O)N/N=C/c2ccc(N(C)c3ccccc3)cc2)cc1	2.6	1.2	-0.3	662
O=C1c2cccc(Cl)c2C(=O)N1c1ccccn1	5.0	0.7	0.0	-14
COc1cccc(N2CCN(C(=O)c3ccc4nc(N5CCC(C)CC5)sc4c3)CC2)c1	0.1	0.5	-2.3	8
O=C(NC1CCCCCCC1)c1ccc(Br)cc1	6.0	4.7	1.5	-2
COc1ccc(CCC(=O)Nc2cc(Cl)ccc2N2CCN(C)CC2)cc1	1.8	2.3	-1.2	22
O=C(NNC(=O)c1ccc(Cl)c(Cl)c1)c1ccncc1	-2.6	2.9	-3.8	-13
CCCS(=O)(=O)N1CCN(S(=O)(=O)c2ccccc2[N+](=O)[O-])CC1	0.9	2.5	0.6	-4
S=c1[nH]nc(-c2ccncc2)n1/N=C/c1cccc(Cl)c1	1.3	1.5	4.3	11
CCN=C(NCC)SC1CC(=O)N(CCc2ccccc2)C1=O (stereo not drawn)	1.6	3.5	0.7	-13
Cc1ccc2c(Cn3cc(C(F)(F)F)cc(Cl)c3=O)cc(=O)oc2c1	2.2	1.2	1.0	-14
CCOC(=O)N1CCc2c(sc(NC(=O)CN3CCOCC3)c2C#N)C1	2.4	0.6	0.8	-1
COc1ccc2[nH]c(C(=O)NCCc3ccccc3)cc2c1	0.2	1.9	1.1	0
CCOC(=O)/C(C#N)=C(\O)c1ccc(NC(=O)c2ccc([N+](=O)[O-])cc2)cc1	1.0	3.1	-1.0	-17
CCSC(=O)NC1CCCCC1	-3.2	1.2	0.2	-5
CCOC(=O)c1nnn2c1nc(N1CCOCC1)c1ccccc12	1.3	1.3	1.1	39
